# Compound activity from PubChem.
# GluA2 TARP mod = modulates AMPAR-stargazin complexes; AID 1259245; HEK293 GluA2+stargazin, membrane potential dye (FDSS), glutamate EC50; hits were called plate by plate, in both directions; calls only at 30 µM; 40,000 compounds, 3.5% hits;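 active means any of four per-well response measures lying three or more SD from its plate-wide compound average, in either direction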
# Target sequence (O88602 whole entry, looked up): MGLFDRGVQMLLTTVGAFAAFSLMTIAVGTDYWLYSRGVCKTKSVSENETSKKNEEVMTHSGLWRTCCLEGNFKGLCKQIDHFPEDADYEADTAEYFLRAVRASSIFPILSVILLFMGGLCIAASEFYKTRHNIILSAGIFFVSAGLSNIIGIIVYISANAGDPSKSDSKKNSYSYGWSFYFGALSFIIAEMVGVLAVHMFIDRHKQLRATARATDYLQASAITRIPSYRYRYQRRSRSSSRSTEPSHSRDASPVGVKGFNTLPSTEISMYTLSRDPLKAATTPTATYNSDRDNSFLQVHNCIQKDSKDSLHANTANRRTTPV
# Target sequence (P19491 whole entry, looked up): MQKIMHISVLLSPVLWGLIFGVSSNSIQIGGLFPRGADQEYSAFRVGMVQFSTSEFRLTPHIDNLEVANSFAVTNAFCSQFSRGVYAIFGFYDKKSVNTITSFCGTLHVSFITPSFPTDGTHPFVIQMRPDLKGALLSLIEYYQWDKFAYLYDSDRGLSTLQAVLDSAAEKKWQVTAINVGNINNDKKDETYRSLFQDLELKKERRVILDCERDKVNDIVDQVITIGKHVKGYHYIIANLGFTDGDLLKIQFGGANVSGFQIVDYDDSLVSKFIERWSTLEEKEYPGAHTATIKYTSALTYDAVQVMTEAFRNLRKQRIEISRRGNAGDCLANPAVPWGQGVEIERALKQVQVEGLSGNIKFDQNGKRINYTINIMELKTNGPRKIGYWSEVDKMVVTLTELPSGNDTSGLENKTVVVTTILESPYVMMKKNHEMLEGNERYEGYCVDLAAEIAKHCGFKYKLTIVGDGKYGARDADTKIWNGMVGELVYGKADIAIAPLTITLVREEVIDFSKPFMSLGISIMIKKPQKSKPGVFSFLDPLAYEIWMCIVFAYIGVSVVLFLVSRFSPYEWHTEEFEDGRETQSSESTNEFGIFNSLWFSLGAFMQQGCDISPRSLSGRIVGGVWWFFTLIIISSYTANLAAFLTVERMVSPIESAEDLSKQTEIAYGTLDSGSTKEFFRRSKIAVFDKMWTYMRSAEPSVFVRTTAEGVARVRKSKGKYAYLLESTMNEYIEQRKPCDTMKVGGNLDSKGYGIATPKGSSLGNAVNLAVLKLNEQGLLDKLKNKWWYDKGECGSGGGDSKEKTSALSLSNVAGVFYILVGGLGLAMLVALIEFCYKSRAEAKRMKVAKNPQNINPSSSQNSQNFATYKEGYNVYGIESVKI
# GluA2 TARP mod agonism max-min = second read-out of GluA2 TARP mod, no call of its own (marks repeat the call); compound max-min signal; compound-alone response (agonism);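 unitless range of fluorescence divided by baseline over first 100 seconds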
# GluA2 TARP mod glutamate slope = recorded beside GluA2 TARP mod, whose call it bears; glutamate slope, % of max; measured here: glutamate response slope, % max;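 scaled per plate between vehicle wells and maximal 1 mM glutamate control wells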
# Starred values were filed as active, the others as inactive; i = inactive; + = active, no number; & = joins results of further samples.
Structure	GluA2 TARP mod	GluA2 TARP mod agonism max-min	GluA2 TARP mod glutamate slope
COc1ccc2nc(N3CC(C(=O)NCCc4cccs4)C3)sc2c1	i	0.0912	58.6
CC(O)(CNC(=O)COc1ccc(Cl)cc1Cl)c1ccc2c(c1)OCO2 (centres undefined)	i	0.14	48.8
Cc1cc(C)cc(N2CCN(S(=O)(=O)c3c(C)cc(C)cc3C)CC2)c1	i	0.0701	63.3
O=C(Cn1cnc(-c2ccccc2)cc1=O)Nc1ccc(C(F)(F)F)cc1	i	0.11	35.7
O=C(NC1CC1)C1CCCN(c2ccc(-n3cccn3)nn2)C1 (centres undefined)	i	0.0964	61.0
COc1ccccc1OCC(=O)NCC(C)(O)c1ccccc1 (centres undefined)	i	0.106	70.2
CC1CCCCN1CC(O)COc1ccc(-c2ccccc2)cc1 (centres undefined)	i	0.0758	49.4
Cc1nc2c(c(=O)c3ccccc3n2C)c(=O)n1-c1ccccc1	i	0.235	80.8
CCOCCn1c(=O)c2c(nc3n2CCCCN3c2ccc(OCC)cc2)n(C)c1=O	i	0.123	68.7
Cc1ccc(N2CCN(C(=O)COc3nccc(C)n3)CC2)nn1	i	0.0842	61.3
COc1cccc(CNC(=O)C(=O)NCCC2CCCCN2S(=O)(=O)c2ccc(F)cc2)c1 (centres undefined)	i	0.068	55.6
Cc1nn(C2CCS(=O)(=O)C2)c2nc(-c3ccco3)cc(C(=O)NCCCn3ccnc3)c12 (centres undefined)	i	0.139	35.7
COC(=O)c1cc(OC)c(OC)cc1N/C=C(/C#N)C(=O)Nc1ccc(OC)cc1	i	0.167	60.2
O=C(NCc1ccccc1Cl)C(=O)NCC(O)c1ccc(C(F)(F)F)cc1 (centres undefined)	i	0.133	37.6
CCn1c(N2CCN(CC(=O)OCc3ccccc3)CC2)nc2c1c(=O)[nH]c(=O)n2C	i	0.113	68.7
CCOc1ccc2cc(C3CC(c4ccco4)=NN3C(=O)C(C)C)c(Cl)nc2c1 (centres undefined)	i	0.108	71.3
OC(COc1ccccc1-c1ccccc1)CN1CCN(Cc2ccc3c(c2)OCO3)CC1 (centres undefined)	i	0.108	37.3
Cc1ccc(Cn2nc(C(=O)Nc3c(C)cccc3C)ccc2=O)cc1	i	0.0425	59.6
COc1cc(NC(=O)Oc2ccccc2)ccc1N1CCCC1=O	i	0.0949	51.6
O=C(Nc1ccc(Oc2ccccc2)cc1)C1CCCN(c2ccc(-n3cccn3)nn2)C1 (centres undefined)	i	0.0771	58.6
O=C(NCCCn1ccnc1)C1CN(C(=O)c2c[nH]c3ccccc23)C1	i	0.0928	59.2
CCn1nnc2c(=O)n(CC(=O)Nc3cc(C)on3)cnc21	i	0.0924	64.5
O=C(CCCc1ccccc1)N1CCC2(CC1)NC(=O)N(CCc1ccccc1)C2=O	i	0.0765	47.7
O=C(NCC(O)Cc1ccccc1)Nc1ccccc1C(F)(F)F (centres undefined)	i	0.136	61.0
COc1cccc(-n2c(=O)[nH]c3c(C(N)=O)nc(-c4ccc([N+](=O)[O-])cc4)nc32)c1	i	0.0755	53.6
CCCS(=O)(=O)Nc1ccc(-n2nnn(CCOC)c2=O)cc1	i	0.106	51.4
CS(=O)(=O)c1ccc(CC(=O)Nc2cccc([N+](=O)[O-])c2)cc1	i	0.123	55.0
Cc1nc2cc(NC(=O)C3CN(c4nc5ccccc5s4)C3)ccc2s1	i	0.174	76.7
O=S(=O)(NCCNc1cc(-n2cccn2)ncn1)c1ccccc1	i	0.0791	53.2
COc1ccc(-n2nnc3c(N4CCN(C(=O)c5cccc([N+](=O)[O-])c5C)CC4)ncnc32)cc1	i	0.158	66.2

# The results go on.
Structure	GluA2 TARP mod	GluA2 TARP mod agonism max-min	GluA2 TARP mod glutamate slope
COc1cccc(NC(=O)CCc2csc(NC(=O)c3ccco3)n2)c1	i	0.103	60.6
Cc1ccc(N2C(=O)CCS2(=O)=O)cc1S(=O)(=O)Nc1cccc2cccnc12	i	0.0877	57.0
O=C(NCCCN1CCCC1=O)C(=O)NCc1ccc(Cl)cc1	i	0.111	73.9
COc1ccc(S(=O)(=O)CCCC(=O)Nc2nc(-c3cc([N+](=O)[O-])cs3)cs2)cc1	+	0.149*	49.6*
O=C(NCc1cccs1)c1nc(-c2cnccn2)no1	i	0.126	83.3
COC(=O)c1scc(-c2ccccc2)c1S(=O)(=O)N1CCCC1	i	0.0971	44.5
COc1ccc(S(=O)(=O)NC(C)C)cc1N(C)S(=O)(=O)c1ccc(C)cc1	i	0.0582	58.0
C#CCn1c(=NC(=O)c2ccn(C)n2)sc2cc(C(=O)OC)ccc21	i	0.193	67.2
NC(=O)Cn1nnn(-c2ccc(NC(=O)CCSc3ccccc3)cc2)c1=O	i	0.121	67.0
COc1ccc(CC(=O)NCC2(c3ccc(F)cc3)CC2)cc1OC	i	0.136	84.4
COc1ccc(S(=O)(=O)N2CCCc3cc(NS(=O)(=O)Cc4ccc(C)cc4)ccc32)cc1	i	0.0998	67.8
O=C(Cn1cnc(-c2cccs2)cc1=O)NCc1nc2ccccc2[nH]1	i	0.0841	61.5
COc1ccc(COC(=O)C2=C(C)NC3=C(C(=O)CCC3)C2c2ccc([N+](=O)[O-])cc2)cc1 (centres undefined)	i	0.119	51.0
COc1cc2c(cc1OC)CN(C(=O)CCc1sc(C)nc1-c1cccs1)CC2	i	0.0797	52.8
COc1ccc2cc(CCNC(=O)c3ccc(S(=O)(=O)N4CCOCC4)cc3)c(=O)[nH]c2c1	i	0.0679	46.6
O=S(=O)(c1ccc(Cl)cc1)c1nc(-c2ccccc2F)oc1N1CCOCC1	i	0.103	58.1
COC(=O)N1CCC(CNS(=O)(=O)Cc2cccc(F)c2)CC1	i	0.0819	62.3
COCCn1c(C)cc(C(=O)CN2CCOCC2)c1C	i	0.0504	50.5
CN1CCN(S(=O)(=O)c2ccc(NC(=O)COc3ccc(Br)cc3)cc2)CC1	i	0.112	66.2
Cn1cccc1C(O)CNC(=O)C(=O)Nc1ccc2c(c1)OCCO2 (centres undefined)	i	0.0988	63.5
Cc1cc(C(=O)Nc2nc3c(C)c(Cl)ccc3s2)on1	i	0.05	38.2
Cc1cccc(-n2c(-c3ccccc3)cn3c4c(=O)n(CC(N)=O)c(=O)n(C)c4nc23)c1C	i	0.0776	63.3
O=C(CN1C(=O)CCC1=O)Nc1ccc2cn[nH]c2c1	i	0.0927	61.2
CS(=O)(=O)Nc1cc(-c2ccccc2)nn1C1CCS(=O)(=O)C1 (centres undefined)	i	0.113	61.4
CC(=O)Nc1ccc(S(=O)(=O)Nc2ccc3c(c2)N(C(=O)C(C)(C)C)CC3)c(C)c1	i	0.0541	73.4
CCOc1ccc(N2CCCn3c2nc2c3c(=O)n(Cc3ccc(C)cc3)c(=O)n2C)cc1	i	0.103	56.8
O=c1ccc(-c2cccs2)nn1Cc1ccccc1	i	0.05	59.5
Cc1ccc(CNC(=O)Cn2c(=O)n(-c3cccc(Cl)c3)c(=O)c3c2c2cc(C)ccc2n3C)cc1	i	0.0526	33.9
O=C(CC1CCCC1)NCCS(=O)(=O)N1CCN(Cc2ccccc2)CC1	i	0.0382	39.1
CCOc1ccc(C2NC(=O)NC(CS(=O)(=O)c3ccc(CC(C)C)cc3)=C2C(=O)OC)cc1 (centres undefined)	i	0.0996	58.9

# (more compounds)
# Results follow in this order: GluA2 TARP mod, GluA2 TARP mod agonism max-min, GluA2 TARP mod glutamate slope
- COc1ccc2nc(-c3ccc(OC)c(NC(=O)c4cccs4)c3)cn2n1
→ i, 0.0548, 47.2
- NC(=O)CSc1nc(-c2ccccc2)c(NC(=O)/C=C\c2ccccc2)s1
→ i, 0.136, 57.8
- O=C(NCc1cccs1)NCC(O)c1ccsc1 (centres undefined)
→ i, 0.0932, 48.3
- CC(Oc1ccccc1)C(=O)N1CCN(c2nccn2-c2cccc(Cl)c2)CC1 (centres undefined)
→ i, 0.0325, 27.2
- CCOc1ccccc1NC(=O)N1CCN(c2cc(OC(C)C)nc(C)n2)CC1
→ i, 0.031, 56.3
- O=c1ccc(-c2ccc(Cl)cc2)nn1CCCNS(=O)(=O)CCc1ccccc1
→ i, 0.0939, 58.7
- Cc1ccc(NC(=O)Cc2cccc3ccccc23)cc1N1CCCCC1=O
→ i, 0.0854, 57.4
- COc1ccc(-c2nnc(NC(=O)C3CCCN(S(C)(=O)=O)C3)o2)cc1OC (centres undefined)
→ i, 0.134, 45.2
- CC(C)CCn1c(NCc2ccccc2)nc2c1c(=O)[nH]c(=O)n2C
→ i, 0.0319, 31.5
- O=C(CS(=O)(=O)c1cccs1)Nc1nccs1
→ i, 0.0909, 41.5
- CCOc1ccc(-n2c(-c3ccccc3)cn3c4c(=O)n(C(C)C(C)=O)c(=O)n(C)c4nc23)cc1 (centres undefined)
→ i, 0.114, 72.0
- CCCn1c(-n2nc(C)c(C)c2C)nc2c1c(=O)n(CC(=O)OC)c(=O)n2C
→ i, 0.0527, 54.5
- Clc1cccc(-c2noc(-c3cc(-c4ccco4)n[nH]3)n2)c1
→ i, 0.103, 42.9
- COc1ccccc1NC(=O)Cn1nc(-c2ccco2)c2sc(N3CCOCC3)nc2c1=O
→ i, 0.083, 56.7
- CC(C)c1ccc(CC(=O)Nc2sc3c(c2-c2nc4ccccc4s2)CCCC3)cc1
→ i, 0.0679, 29.3

# By substructure, those above with a nitro group on carbon (5)
# Results follow in this order: GluA2 TARP mod, GluA2 TARP mod agonism max-min, GluA2 TARP mod glutamate slope
- COc1cccc(-n2c(=O)[nH]c3c(C(N)=O)nc(-c4ccc([N+](=O)[O-])cc4)nc32)c1
→ i, 0.0755, 53.6
- CS(=O)(=O)c1ccc(CC(=O)Nc2cccc([N+](=O)[O-])c2)cc1
→ i, 0.123, 55.0
- COc1ccc(-n2nnc3c(N4CCN(C(=O)c5cccc([N+](=O)[O-])c5C)CC4)ncnc32)cc1
→ i, 0.158, 66.2
- COc1ccc(S(=O)(=O)CCCC(=O)Nc2nc(-c3cc([N+](=O)[O-])cs3)cs2)cc1
→ +, 0.149*, 49.6*
- COc1ccc(COC(=O)C2=C(C)NC3=C(C(=O)CCC3)C2c2ccc([N+](=O)[O-])cc2)cc1 (centres undefined)
→ i, 0.119, 51.0

# The list goes on.
# Results follow in this order: GluA2 TARP mod, GluA2 TARP mod agonism max-min, GluA2 TARP mod glutamate slope
- CN1C(=O)NC2(CCN(S(=O)(=O)c3ccc(OC(F)(F)F)cc3)CC2)C1=O
→ i, 0.0726, 59.1
- COc1ccc(CCS(=O)(=O)NCC2CCN(C3CCCC3)CC2)cc1
→ +, 0.206*, 57.9*
- COc1ccc(-c2ccc(S(=O)(=O)Nc3ccccc3OC)cc2)cc1
→ i, 0.104, 56.2
- COC(=O)CN(c1ccc(F)cc1)C1SC(=O)N(Cc2ccccc2)C1=O (centres undefined)
→ i, 0.125, 56.7
- COc1ccc(S(=O)(=O)Cc2nc(-c3cccc(C(F)(F)F)c3)no2)cc1
→ i, 0.104, 50.4
- Cc1nc(-c2ccc(F)cc2)sc1-c1cc(C(=O)N2CCC3(CC2)OCCO3)n[nH]1
→ i, 0.119, 44.5
- O=C(NCC1CCCO1)C(=O)NC1CCCCC1 (centres undefined)
→ i, 0.0966, 59.5
- OCCN1CCN(CC(O)COc2ccccc2-c2ccccc2)CC1 (centres undefined)
→ i, 0.106, 47.5
- COCCNC(=O)C(=O)NCC1(c2cccs2)CCOCC1
→ i, 0.111, 54.5
- Cc1nc(OC(C)C)cc(N2CCN(C(=O)Nc3ccc(F)cc3F)CC2)n1
→ i, 0.0429, 53.9
- O=C(Nc1ccc([N+](=O)[O-])cc1)C(=O)N1CCN(C(c2ccccc2)c2ccccc2)CC1
→ i, 0.105, 64.3
- Cc1ccccc1C(=O)NCC(O)(c1ccccc1)C1CC1 (centres undefined)
→ i, 0.0727, 55.9
- N#C/C(C(=O)NCc1ccco1)=c1/s/c(=C2\C(=O)Nc3ccccc32)c(=O)n1-c1ccccc1
→ i, 0.111, 32.1
- COc1ccc(-c2c(-c3ccc(OCC(=O)NN)cc3O)n[nH]c2C)cc1OC
→ i, 0.178, 59.2
- COc1ccc(S(=O)(=O)Nc2ccc3c(c2)N(C(=O)C2CC2)CC3)cc1F
→ i, 0.104, 51.0

# (list continues)
# Results follow in this order: GluA2 TARP mod, GluA2 TARP mod agonism max-min, GluA2 TARP mod glutamate slope
- O=C(NCCc1ccccc1)C(=O)NCC(c1ccc(F)cc1)N1CCOCC1 (centres undefined)
→ i, 0.094, 74.7
- CCCN(CCC)S(=O)(=O)c1ccc(CC)cc1
→ i, 0.0625, 35.5
- COCCn1c(-c2ccccc2C)nc2c(c(=O)c3ccccc3n2C)c1=O
→ i, 0.0863, 31.5
- C=CCn1c(=O)c2c(nc3n(-c4cc(C)ccc4C)c(C)c(C)n23)n(C)c1=O
→ i, 0.0629, 74.6
- CCOC(=O)c1ccc(NC(=O)Cn2nc3ccc(C(=O)Nc4cccc(C)c4)cn3c2=O)cc1
→ i, 0.0896&0.036, 33.2&78.1
- Cc1cc(C)c(NC(=O)CSc2ncc(S(=O)(=O)c3ccc(Cl)s3)c(N)n2)c(C)c1
→ i, 0.141, 51.4
- COc1ccc(CCC(=O)Nc2ccc(OC)c(N3CCCCC3=O)c2)cc1
→ i, 0.0384, 41.4
- Cc1nc(NC(=O)Cn2nnc3ccccc3c2=O)sc1C(=O)N(C)C
→ i, 0.101, 51.0
- O=C1NC2(CCN(Cc3ccc(Cl)cc3)CC2)C(=O)N1CCc1ccccc1
→ i, 0.0441, 33.5
- O=C(NCc1ccccc1Cl)C(=O)Nc1ccc(Cl)cn1
→ i, 0.0887, 57.9
- COc1ccc(-n2c(N)c(C(=O)OCC3CCCO3)c3nc4ccccc4nc32)cc1OC (centres undefined)
→ i, 0.107, 45.7
- Cc1cnc2c(c1SCCN1CCCCC1)c(=O)n(C)c(=O)n2C
→ +, 0.21*, 80.9*
- COc1ccc(S(=O)(=O)CC(=O)Nc2nc3cc(OC)c(OC)cc3s2)cc1
→ i, 0.0278, 43.3

# This is a subset; rates above refer to the full screens.
